APOBEC3G inh: inhibitors of human APOBEC3G DNA deaminase | Q9HC16 | recombinant A3G, ssDNA deamination FAM/TAMRA fluorescence | inhibition, % at 20 µM | 330,000 tested, 0.28% active | AID 493012;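 active = inhibition of at least 40% at 20 µM, with no more than 30% in the related APOBEC3A deaminase screen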;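 note: plate controls were DMSO wells with A3G for no effect and wells lacking A3G enzyme for full effect; some compounds called inactive have numbers as strong as hits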
SENP8 block-1: inhibitors of human SENP8 protease. AID 602440. inhibition, % at 20 µM. 360,000 tested, 0.64% active. recombinant SENP8, Nedd8 substrate fluorescence. Q96LD8; in the data active = inhibition mostly above about 40%, no sharp cut-off; inactive = mostly below about 27%
Target sequence (Q96LD8 whole entry, looked up): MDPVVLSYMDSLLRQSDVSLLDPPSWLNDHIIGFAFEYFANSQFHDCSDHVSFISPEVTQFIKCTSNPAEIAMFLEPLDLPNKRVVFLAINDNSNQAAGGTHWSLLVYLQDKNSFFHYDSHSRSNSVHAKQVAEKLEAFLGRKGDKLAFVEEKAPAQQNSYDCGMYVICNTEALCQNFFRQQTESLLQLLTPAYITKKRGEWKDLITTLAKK
SENP1 FRET inh: blocks the human SENP1 SUMO protease catalytic domain. recombinant SENP1 catalytic domain, CyPet-SUMO1-YPet FRET cleavage. inhibition, % at 10 µM. 360,000 tested, 0.21% active;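 active = inhibition at least 30% at 10 µM, raw YFP signal under a set limit, fluorescence ratio 0.5 to 1.5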;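 note: 0% = enzyme with DMSO and 100% = no enzyme wells; some results filed as inactive read as strong as hits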
Target sequence (Q9P0U3 419-644 limits assumed): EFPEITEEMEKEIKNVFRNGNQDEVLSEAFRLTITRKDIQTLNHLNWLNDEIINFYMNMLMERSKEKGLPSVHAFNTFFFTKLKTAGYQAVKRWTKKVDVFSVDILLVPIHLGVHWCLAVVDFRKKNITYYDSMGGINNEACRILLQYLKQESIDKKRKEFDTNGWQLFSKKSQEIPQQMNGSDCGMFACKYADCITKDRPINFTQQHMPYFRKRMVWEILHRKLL
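system = hSENP1 catalytic domain, recombinant | reagent = SFCypet-SUMO1-SFYpet substrate at 25 nM | doses = one dose per compound, 10 µM, 0.5% DMSO | incubation = enzyme reaction for 50 min at room temperature, dark | measured by = FRET, CFP and YFP emission | controls = no-enzyme low, enzyme-DMSO high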
SENP7 inh: blocks the human protease SENP7; 330,000 tested, 1.5% active; Q9BQF6; inhibition, % at 5 µM; recombinant SENP7, Z-RLRGG-aminoluciferin luminescence, 40 min; AID 434973;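 active = inhibition above about 50% at the single test dose, limit read from the data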;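 note: plate controls were DMSO with enzyme for no effect and no enzyme buffer wells for full effect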
Apaf1 inhib: inhibitors of human Apaf-1 apoptosome. O14727. reconstituted apoptosome caspase-3 activity, DEVD-Rh110 fluorescence. inhibition, % at 20 µM. 330,000 tested, 0.71% active; active = inhibition of at least 40% at 20 µM;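 note: plate controls were DMSO wells for no effect and DEVD-CHO caspase inhibitor wells for full effect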
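Assay system: Apoptosome proteins | Medium: pH 7.5 Hepes buffer with CHAPS, BSA, DTT | Also added: Cytochrome c and DEVD-Rh110 substrate | Times: 30 min plus 50 min, RT | Detection: Rhodamine 110 fluorescence at Ex 480/Em 540 nm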
SENP8 block-2: inhibitors of human SENP8 protease; Q96LD8; purified SENP8, Z-RLRGG-aminoluciferin cleavage, luminescence; inhibition, % at 10 µM; 330,000 tested, 1.2% active; AID 2540; in the data active = inhibition above about 50%
SENP6 inh: blocks the human protease SENP6; Q9GZR1; Recombinant SENP6 catalytic domain, aminoluciferin luminescence; inhibition, % at 10 µM; 330,000 tested, 1.8% active;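 active = inhibition above about 50% at the single tested dose, limit read from the data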;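 note: plate controls were DMSO wells with enzyme for no effect and DMSO wells lacking enzyme for full effect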
Target sequence (Q9GZR1 628-1112 limits assumed): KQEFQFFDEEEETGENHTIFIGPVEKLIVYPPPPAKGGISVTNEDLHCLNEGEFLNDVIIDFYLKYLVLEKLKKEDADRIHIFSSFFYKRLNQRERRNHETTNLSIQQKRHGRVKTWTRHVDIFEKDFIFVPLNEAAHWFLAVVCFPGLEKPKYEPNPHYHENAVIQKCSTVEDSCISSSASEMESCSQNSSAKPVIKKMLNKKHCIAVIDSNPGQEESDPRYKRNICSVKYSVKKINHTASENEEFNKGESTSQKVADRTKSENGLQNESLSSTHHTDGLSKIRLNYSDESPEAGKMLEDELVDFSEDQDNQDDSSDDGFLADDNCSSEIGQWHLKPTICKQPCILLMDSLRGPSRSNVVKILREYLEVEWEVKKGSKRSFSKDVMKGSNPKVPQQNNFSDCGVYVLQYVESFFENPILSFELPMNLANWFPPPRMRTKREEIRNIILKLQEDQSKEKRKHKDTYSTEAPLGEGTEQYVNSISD
UBC13 polyUb: blocks human UBC13 polyubiquitin chain formation; 330,000 tested, 0.47% active; inhibition, % at 20 µM; P61088; TR-FRET; in the data active = inhibition above about 45%, passing the limit was not always enough
Target sequence (P61088 whole entry, looked up): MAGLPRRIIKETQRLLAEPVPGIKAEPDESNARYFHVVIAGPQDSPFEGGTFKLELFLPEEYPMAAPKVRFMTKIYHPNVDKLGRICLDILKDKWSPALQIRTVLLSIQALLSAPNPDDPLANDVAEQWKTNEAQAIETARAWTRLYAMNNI
An asterisk follows results filed as active; i = inactive.

SMILES	APOBEC3G inh	SENP8 block-1	SENP1 FRET inh	SENP7 inh	Apaf1 inhib	SENP8 block-2	SENP6 inh	UBC13 polyUb
CC1Cc2ccccc2N1C(=O)C1CCCN(S(=O)(=O)c2cccc3nsnc23)C1 (stereo unspecified)	-4	18	-1	5	2	-2	10	5
COc1ccccc1NC(=O)CN1C(=O)CC(C)S(=O)(=O)c2ccccc21 (stereo unspecified)	-10	9	0	-11	-4	-1	5	3
O=c1cc(CSc2nc3cc(Cl)ccc3o2)nc2sccn12	-6	16	3	-6	-3	-7	-19	2
CNCC(O)CN(c1ccccc1)c1ccccc1 (stereo unspecified)	-6	0	-1	5	-13	0	-19	6
NC(N)=NCCCC(NC(=O)c1ccccc1)C(=O)Nc1ccc2ccccc2c1 (stereo unspecified)	-6	16	0	3	37	-5	-4	48*
CCOC(=O)c1ccc(NCc2nc3ccccc3[nH]2)cc1	-3	-46	-19	58*	-9	85*	93*	0
COc1ccccc1CCC(=O)N(CCC1=CCCCC1)c1c(N)n(Cc2ccccc2)c(=O)[nH]c1=O	-4	-9	-4	-11	18	-8	-15	-14
CC1(C)CC(=O)C2=C(C1)OC(N)=C([N+](=O)[O-])C2c1ccc(F)cc1 (stereo unspecified)	-3	14	3	3	-7	10	8	1
CCOCCCNC(=O)c1cc(-c2ccc(Br)s2)nc2ccccc12	-4	-289	-60	-1	5	-3	-2	38
COCCNC(=O)[C@H]1N2C(=O)c3ccccc3C2SC1(C)C (stereo partly specified)	-8	9	0	-12	5	-8	-30	-6
N#Cc1cnn2ccc(-c3cc(N4CCOCC4)ccc3[N+](=O)[O-])nc12	-4	8	-2	14	-5	-5	27	-12
COC(=O)Nc1nn(-c2ccc(OC)cc2)c(=O)c(C#N)c1C	-8	26	17	2	13	1	31	-19
CCN(C(=O)COC(=O)c1cccc(S(=O)(=O)NCc2ccccc2)c1)c1ccccc1	-12	1	0	9	23	3	9	6
CCOC(=O)C1CCN(C(=O)COc2ccc(S(=O)(=O)NC(C)C)cc2Cl)CC1	-7	30	3	-6	-1	-10	4	-11
CCCCCCC(=O)Nc1cc2c(C)cc(=O)oc2cc1C	5	-368	1	5	2	-1	-8	12
Cc1cccc(NC(=O)CSc2nnc(-c3ccco3)o2)c1	-3	10	2	4	6	6	-8	-1
COc1ccc(NC(=S)NCc2ccc(S(N)(=O)=O)cc2)cc1OC	-5	20	0	6	-11	5	20	5
Cc1cc(NC(=O)COC(=O)c2nccnc2N)n(-c2ccccc2)n1	-4	i	-5	-6	1	6	-5	5
CC(C)CN1CCC(=O)N(CCN=[N+]=[N-])CC1	-2	6	0	-4	0	4	3	-10
COCCNc1nnc(SCC(=O)N2CCN(S(=O)(=O)c3ccccc3)CC2)s1	-5	2	1	-4	-3	5	1	6
Cc1nn(C)c(Cl)c1S(=O)(=O)N1CCC(CO)(CCc2ccccc2)CC1	-7	6	0	-2	11	-6	2	-1
COCC(=O)N1CCCC(C(=O)c2ccc(-c3ccccc3)c(F)c2)C1 (stereo unspecified)	2	7	0	-4	15	-4	2	-3
O=C(CSc1nnc2ccc3ccccc3n12)N1CCOCC1	-2	-20	1	5	-3	1	-11	2
Cc1ccc(C(=O)N/N=C/c2c(O)ccc3ccccc23)cn1	-12	-1	-28	-3	7	3	-29	-25

Taken from above:
Under Apaf1 inhib, CCN(C(=O)COC(=O)c1cccc(S(=O)(=O)NCc2ccccc2)c1)c1ccccc1 has the entry 23
Under SENP6 inh, CCCCCCC(=O)Nc1cc2c(C)cc(=O)oc2cc1C has the entry -8

Later entries:
SMILES	APOBEC3G inh	SENP8 block-1	SENP1 FRET inh	SENP7 inh	Apaf1 inhib	SENP8 block-2	SENP6 inh	UBC13 polyUb
NC(=O)C1=C[C@@H](c2ccc3c(c2)OCO3)C[C@@H](OCCCCO)O1	-10	-91	-4	-6	0	-5	-3	-1
N#C/C(=C(/O)COC(=O)COc1ccc(Cl)cc1)c1nc2ccccc2[nH]1	-8	-123	-56	0	4	-10	-13	-11
COc1cc(/C=C(\C#N)C(=O)NCC2CCCO2)ccc1OCCC(C)C (stereo unspecified)	-9	-51	1	-3	-15	1	-2	8
COc1ccc(C2(CNC(=O)c3ccc(OC)c([N+](=O)[O-])c3)CCCCC2)cc1OC	-10	19	1	-3	25	-15	-33	-6
O=C(CSc1ccc([N+](=O)[O-])cn1)Nc1ccc2c(c1)OCO2	-2	11	2	1	6	6	0	-5
O=C(O)C1CN(c2ncccc2[N+](=O)[O-])C1	-4	4	2	-9	-10	10	10	-1
Cc1ccc(-n2cccc2/C=C2/NC(=O)N(CC(=O)Nc3cccc(C)c3)C2=O)cc1	-4	-84	-16	4	-9	10	-1	-15
CC(C)(C)NC(=O)C(c1ccco1)N(C(=O)Cn1nnc(-c2ccc(F)cc2)n1)c1ccccc1F (stereo unspecified)	-3	8	1	-13	23	-4	-7	-9
COc1ccc(CC(=O)OCC(=O)N2CCN(S(=O)(=O)c3ccc(C)cc3C)CC2)cc1OC	-2	10	0	-6	5	-7	-20	2
CCOC(=O)C1=C(C)OC(N)=C(C#N)C1c1ccoc1 (stereo unspecified)	-1	-29	-36	14	18	2	-3	-5
O=C(O)c1cc(C(F)(F)F)nc2ccccc12	-7	8	-1	-2	-1	2	-8	-7
O=[N+]([O-])c1ccc(O)c(-c2nc(-c3ccccc3)c(-c3cccs3)[nH]2)c1	-3	24	3	2	-6	-3	-14	-56

A second format for four compounds above:
compound | APOBEC3G inh | SENP8 block-1 | SENP1 FRET inh | SENP7 inh | Apaf1 inhib | SENP8 block-2 | SENP6 inh | UBC13 polyUb
CC(C)(C)NC(=O)C(c1ccco1)N(C(=O)Cn1nnc(-c2ccc(F)cc2)n1)c1ccccc1F (stereo unspecified) | -3 | 8 | 1 | -13 | 23 | -4 | -7 | -9
COc1ccc(CC(=O)OCC(=O)N2CCN(S(=O)(=O)c3ccc(C)cc3C)CC2)cc1OC | -2 | 10 | 0 | -6 | 5 | -7 | -20 | 2
CCOC(=O)C1=C(C)OC(N)=C(C#N)C1c1ccoc1 (stereo unspecified) | -1 | -29 | -36 | 14 | 18 | 2 | -3 | -5
O=C(O)c1cc(C(F)(F)F)nc2ccccc12 | -7 | 8 | -1 | -2 | -1 | 2 | -8 | -7

The list goes on.
SMILES	APOBEC3G inh	SENP8 block-1	SENP1 FRET inh	SENP7 inh	Apaf1 inhib	SENP8 block-2	SENP6 inh	UBC13 polyUb
COc1ccc(N(CC(=O)NCCc2ccc(Cl)cc2)S(=O)(=O)c2c(C)[nH]c(=O)[nH]c2=O)cc1	-8	4	0	-2	-3	0	-9	6
Nc1cc(Cl)ccc1C(=O)OCC(=O)NCC1CCCO1 (stereo unspecified)	-1	i	0	6	-4	2	-4	21
CCOC(=O)c1sc2nc(C)nc(SCC(N)=O)c2c1C	3	-18	2	9	-3	3	-13	3
CCc1ccccc1NC(=S)N1N=CCC1c1ccccc1 (stereo unspecified)	1	4	2	1	14	-6	6	3
CCCN1CCN(S(=O)(=O)c2cc3c(cc2C)NC(=O)CO3)CC1	-8	12	4	18	-4	-5	-6	-2
NS(=O)(=O)c1ccc(CNC(=O)CNC(=O)Cc2ccccc2)cc1	7	2	0	1	8	-5	-12	0
O=C(NC(=S)Nc1cccc2ncccc12)c1ccccc1	-4	20	-1	-1	-7	7	-11	-3
Nc1sc2c([n+]1CCCS(=O)(=O)[O-])CCCC2	-10	18	2	-3	0	-1	-4	-17
CC(OC(=O)CN1C(=O)NC2(CCCC2)C1=O)C(=O)Nc1cccc(Cl)c1 (stereo unspecified)	-8	6	1	-3	6	-6	-3	2
O=C(Nc1ccccc1F)N(CCCN1CCOCC1)Cc1cc2cc3c(cc2[nH]c1=O)OCCO3	3	-472	-2	5	1	16	-14	-2
CC(=O)Nc1ccc(S(=O)(=O)N2CCN(c3cc(C)nc4ncnn34)CC2)cc1	-3	16	1	-7	5	-8	2	-20
COc1cccc(CNc2nc3nc(C)cc(C)n3n2)c1	0	-343	1	3	5	-4	6	4
COc1ccc(C(=O)NC2CCCCC2)cc1S(=O)(=O)N1CCOCC1	-4	9	1	-5	-2	3	-9	1
COc1ccc(Br)cc1CN(C)CC(=O)Nc1c(Cl)cccc1Cl	0	-2	1	0	13	-2	5	7
COc1ccc(C(=O)c2c[nH]c(C(=O)NCC3CCCO3)c2)cc1 (stereo unspecified)	10	4	0	-11	9	-4	2	-14
COc1cc(NC(=O)c2cc(-c3cccc(O)c3)on2)cc(OC)c1OC	3	10	-2	0	5	-2	-2	3
COCC(C)NC(=O)c1cccc(Cl)c1 (stereo unspecified)	-3	27	-1	7	-4	2	-6	5
CCOc1ccccc1-c1nc(CN2CCCC2c2nccs2)c(C)o1 (stereo unspecified)	0	-26	-10	-2	8	0	-28	-7
CCN(CC(=O)NCc1cccs1)C(=O)C(c1ccccc1)c1ccccc1	-9	16	2	-4	0	1	-2	0
Cn1c(=O)c2c(SCC(=O)NCC3CCCO3)nc(-c3ccccc3Cl)nc2n(C)c1=O (stereo unspecified)	-9	4	1	-5	22	-5	-13	0
O=C(COC(=O)c1cc[n+]([O-])cc1)Nc1ccc(Cl)cc1C(F)(F)F	-8	20	-1	-6	3	4	1	0
O=C(Nc1ccccc1)Nc1n[nH]c2nnc(-c3ccccc3)c(-c3ccccc3)c12	-4	-30	0	1	16	-3	4	-20
CN(C)C(=O)C(=O)c1c(-c2ccccc2)cc2ccccn12	-4	25	0	-3	2	-3	-20	-5
CN(CC(=O)N1CCN(c2cccc(Cl)c2)CC1)S(=O)(=O)c1cnc[nH]1	1	27	-1	12	3	0	11	0
CCC(C)NC(=O)c1c(-c2cc(Cl)c(OC)c(Cl)c2)noc1C (stereo unspecified)	-5	4	4	-15	15	-10	-12	-2
Cc1ccc(NC(=O)CCC(=O)NNC(=O)Cc2ccccc2)cc1C	-2	0	0	6	-27	-4	-7	-9
COc1ccc(-c2sc3ccccc3c2-c2ccc(OCCN(C)C)cc2)cc1	-11	-439	1	-11	77*	-26	-5	87*
COc1cccc(NC(=O)CCC2CCN(C(=O)C3CC=CCC3)CC2)c1 (stereo unspecified)	14	12	1	7	4	4	-3	-4
Cc1ccc(C(=O)c2c(C)oc3c2C(=O)C(=O)c2ccccc2-3)cc1	-9	106*	7	51*	88*	29	19	-144
CSC1=C(C#N)C(=O)NC(c2ccccc2O)S1 (stereo unspecified)	1	8	-1	5	-8	1	19	-6
Cc1ccc(C(=O)CSc2nnc(-c3ccco3)n2CC2CCCO2)cc1 (stereo unspecified)	-3	19	2	-1	9	4	-9	-2
COc1cc(NC(=O)COc2cc(O)c3c(c2)OC(C)(C)CC3=O)cc(OC)c1OC	-6	12	3	0	-4	9	-5	10
Cc1ccccc1NC(=O)Cc1cccc(C(F)(F)F)c1	-9	-3	2	-7	0	-9	-14	-1
CC(=O)Nc1nnc(Cc2c[nH]c3ccccc23)s1	-7	17	-3	2	-13	8	0	8
CCN(CC)CCCNC(=O)c1cn(C)c2ccc(S(=O)(=O)N(C)C3CCCCC3)cc2c1=O	-4	12	0	-5	6	-8	-22	-3
CSc1cccc(NC(=O)CCNS(=O)(=O)c2ccc3[nH]c(=O)oc3c2)c1	6	-1	0	-7	7	5	26	-6
O=C(COc1ccc(Cl)cc1)NCc1ccncc1	-3	9	0	-7	-2	5	18	-5
COc1ccc(/C=C2\SC(=O)N(CCNC(=O)C3CCN(S(=O)(=O)c4cccs4)CC3)C2=O)cc1	-9	4	1	43	13	-5	-5	-8
O=C(CSCc1cccc(Cl)c1)OCc1nc2ccsc2c(=O)[nH]1	-6	4	1	-9	11	-9	-1	-8
CCO[C@@H]1OC(C(=O)NCc2nc3ccccc3[nH]2)=C[C@H](c2ccc(C(F)(F)F)cc2)[C@H]1CCCO	-10	13	2	5	20	-6	3	-3
Cc1cc(-c2csc(N)n2)c(C)n1Cc1ccco1	-1	0	-5	-1	-1	0	2	0
O=C(COc1nncc2ccccc12)Nc1ccc(Br)cc1F	-6	8	-3	-3	-12	-5	-9	-7
Cc1ccc(C2=[N+]([O-])C(C)(C)N(O)C2(C)C)cc1	-2	8	0	0	-1	0	-13	9

Bioassay records as filed in PubChem BioAssay.
